# Screening data as filed in PubChem.
# POLI inh: inhibitors of human DNA polymerase iota. 390,000 tested, 1% active. AID 588590. Potency, µM (top dose mostly 115 µM), for inactives: at the top dose activity, negative = inhibition, hits mostly inhibitors. Q9UNA4. Pol iota fluorescent replication assay, 10 min; also: potency is read from the fitted curve at half-maximal effect
#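 Pol iota at 10 nM preincubated 15 min with compounds at room temperature; reaction started with fluorescent substrate, 50 nM final. Fluorescence read kinetically at 0 and 10 min; buffer-only wells as negative control.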
# Pol kappa inh: DNA polymerase kappa (human) inhibition; purified Pol kappa, fluorescent DNA synthesis assay, 10 min; Potency, µM (doses to about 107 µM), inactives show at the highest dose activity, negative = inhibition, usual class: inhibitors; 400,000 tested, 0.53% active; AID 588579; Q9UBT6; also: potency is read from the fitted curve at half-maximal effect; % is scaled to controls: 0 for no effect and ±100 for the full control effect
#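 10 nM Pol kappa was preincubated with compounds for 15 min at room temperature. Reaction started with 50 nM (final) substrate. Fluorescence read kinetically at 0 and 10 min.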
# GRP78 ERSR act: inducers of ER stress response in human glioma cells; U87-MG GRP78 promoter luciferase reporter, 16 h; Potency, µM, for inactives: at the highest dose activation, actives largely listed as activators; 420,000 tested, 0.02% active; AID 602332; also: potency is read from the fitted curve at half-maximal effect; series mostly up to about 76 µM; % of control where 0% means no effect; nearly all actives have a fitted effect of over 35% in size
#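 ERSR induction read as luciferase luminescence (Bright-Glo, 10 min at room temperature) in stably transfected human U87-MG glioma cells exposed to compounds for 16 h, using GRP78 as sensor.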
# Pol eta inh: blocks human DNA polymerase eta activity. Q9Y253. recombinant Pol eta, fluorescent DNA replication assay. Potency, µM (series often up to 114 µM), inactives show top-dose activity change, negative = inhibition, most hits filed as inhibitors. 390,000 tested, 1.2% active. AID 588591; also: potency is read from the fitted curve at half-maximal effect; % is scaled to controls: 0 for no effect and ±100 for the full control effect
#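 Fluorescent replication assay: 50 nM final substrate added after a 15 min room-temperature compound preincubation with 10 nM enzyme. Signal taken at 0 min and again at 10 min.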
# Pol beta inh: DNA polymerase beta (human) inhibition; Pol beta primer extension/strand displacement, fluorescence kinetic; Potency, µM (doses to about 114 µM), without a hit: at the highest dose activity change, negative = inhibition, most hits filed as inhibitors; P06746; 340,000 tested, 1.3% active; also: potency is read from the fitted curve at half-maximal effect; % is scaled to controls: 0 for no effect and ±100 for the full control effect
#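 Human Pol beta at 10 nM; strand-displacement substrate 50 nM final. Compound exposure 15 min at room temperature before start, reaction 10 min at room temperature.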
# APE1 inh: APE1 (human) endonuclease inhibition. P27695. recombinant APE1, TAMRA/BHQ-2 abasic DNA cleavage fluorescence. Potency, µM (series often up to 65.8 µM), inactives show at the highest dose activity change, negative = inhibition, hits mostly inhibitors. 350,000 tested, 0.35% active;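 also: potency is read from the fitted curve at half-maximal effect; plate controls were vehicle for no effect and reference inhibitor for full effect; nearly all actives have a fitted effect of over 55% in size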
# Target sequence (P27695 whole entry, looked up): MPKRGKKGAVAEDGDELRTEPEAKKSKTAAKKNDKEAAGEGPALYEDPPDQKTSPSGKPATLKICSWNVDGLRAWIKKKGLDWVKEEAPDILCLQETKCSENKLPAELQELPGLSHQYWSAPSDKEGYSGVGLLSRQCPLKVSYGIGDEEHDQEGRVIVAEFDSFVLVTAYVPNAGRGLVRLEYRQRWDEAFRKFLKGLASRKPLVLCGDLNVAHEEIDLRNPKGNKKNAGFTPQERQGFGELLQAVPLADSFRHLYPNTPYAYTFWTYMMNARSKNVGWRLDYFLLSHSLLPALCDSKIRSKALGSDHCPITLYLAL
#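 Readout is kinetic fluorescence (ex 525, em 598 nm) from cleavage of 50 nM TAMRA/BHQ-2 THF abasic duplex by 0.75 nM APE1, compound added 15 min beforehand at RT.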
# LDHA inh: blocks human lactate dehydrogenase A; P00338; purified LDHA, NADH/diaphorase-resazurin fluorescence; stronger effect = lower value; activity change, % (values are at about 110 or 230 µM); 480,000 tested, 0.15% active; AID 1347041; in the data active = activity change below about -30%; inconclusive = mostly about -25% to -30%;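 also: plate controls were DMSO wells for no effect and wells without enzyme for full effect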
#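 Enzyme activity of human lactate dehydrogenase 5 (2 nM; 0.06 mM NADH, 0.2 mM pyruvate, 5 min, RT) is measured via a resazurin/diaphorase fluorescence readout of residual NADH.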
# BLM inh: blocks DNA unwinding by human BLM helicase | 350,000 tested, 0.2% active | recombinant BLM DNA unwinding, fluorescence dequenching | Potency, µM (highest dose often 56.1 µM), without a hit: at the top dose activity change, negative = inhibition, actives largely listed as inhibitors | P54132;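 also: potency is read from the fitted curve at half-maximal effect; plate controls were vehicle for no effect and no enzyme for full effect; nearly all actives have a fitted effect of over 35% in size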
# Apoferritin bind: binds horse apoferritin like a general anesthetic. P02791. apoferritin/1-aminoanthracene competitive binding, fluorescence. Potency, µM (titrated, usually from 77.5 µM), for the others: at the top dose activity change, negative = displacement, usual class: inhibitors. 350,000 tested, 0.074% active. AID 485281; also: potency is read from the fitted curve at half-maximal effect; % is scaled to controls: 0 for no effect and ±100 for the full control effect; nearly all actives have a fitted effect of over 20% in size
# Target sequence (P02791 2-175 limits assumed): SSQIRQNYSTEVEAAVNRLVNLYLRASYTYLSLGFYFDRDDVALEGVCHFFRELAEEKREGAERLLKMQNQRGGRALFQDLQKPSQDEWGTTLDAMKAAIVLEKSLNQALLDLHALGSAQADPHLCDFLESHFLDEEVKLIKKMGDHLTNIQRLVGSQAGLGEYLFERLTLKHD
#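 Horse-spleen apoferritin (10 uM) in 50% saturated 1-aminoanthracene in PBS was incubated 10 min at room temperature with compound. Fluorescence (ex 380, em 535 nm) was normalized to free and bound 1-AMA, with concentration-response fitted by a four-parameter Hill equation.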
# The depositor's hits bear a star; ? = inconclusive; / = no result given; [ ] = another dose, or the depositor's remark. Unless noted, calls follow the shape of the dose curve; as a rule, active = well fitted curve in the direction sought with a large enough effect; inconclusive = small, poorly fitted or top-dose-only effect, or another doubt; inactive = no such curve, though single readings can be large; an effect the other way counts as inactive or inconclusive. Only part of the results is shown (hit frequency here may not be typical).
# The first 2 entries, to show the layout:
SMILES,POLI inh,Pol kappa inh,GRP78 ERSR act,Pol eta inh,Pol beta inh,APE1 inh,LDHA inh,BLM inh,Apoferritin bind
CCCCn1c(SCC(=O)NC(C)CC)nc2ccc(N3CCOCC3)cc2c1=O (centres undefined),12%,-12%,-5%,-11%,16%,2%,22,-1%,3%
C[C@@H](C(=O)N1CCN(c2ccccc2)CC1)N1C(=O)C2CC=CCC2C1=O (some centres undefined),24%,8%,2%,-14%,/,28%,0,/,/

# This part in full, repeating the preview:
SMILES,POLI inh,Pol kappa inh,GRP78 ERSR act,Pol eta inh,Pol beta inh,APE1 inh,LDHA inh,BLM inh,Apoferritin bind
CCCCn1c(SCC(=O)NC(C)CC)nc2ccc(N3CCOCC3)cc2c1=O (centres undefined),12%,-12%,-5%,-11%,16%,2%,22,-1%,3%
C[C@@H](C(=O)N1CCN(c2ccccc2)CC1)N1C(=O)C2CC=CCC2C1=O (some centres undefined),24%,8%,2%,-14%,/,28%,0,/,/
Cc1ccc(Cn2c(CN3CCN(C(=O)c4ccco4)CC3)nc3c2c(=O)n(C)c(=O)n3C)cc1,12%,-5%,-7%,-4%,19%,-3%,-2,-1%,-15%
O=C1CSC(c2ccc(Cl)cc2)N1 (centres undefined),?,-9%,-3%,-6%,0%,3%,-8,-4%,6%
CCc1ccc(-n2nc(CO)c(C(=O)NCc3cccnc3)n2)cc1,7%,-10%,0%,-10%,0%,/,1,1%,-2%
CCc1ccc(CNC(=O)C(CC)n2ccc3cc(S(=O)(=O)N4CCCCC4)ccc32)cc1 (centres undefined),41%[activator],7%,-2%,-22%,-3%,/,-7,-7%,43%[activator]
COc1ccc(-n2c(O)c(Cc3ccccc3)c(=O)n3nc(-c4ccccc4)c(=O)cc23)cc1,-15%,11%,1%,-10%,15%,4%,0,5%,45%[activator]
Cc1ccc(S(=O)(=O)NCCC(=O)NC2CCCCCC2)cc1,-14%,-7%,-2%,6%,/,-6%,-7,/,/
O=C(Cn1c(SCCOc2ccccc2)nc2ccccc21)N1CCOCC1,-20%,-14%,-1%,-9%,-29%,/,5,-12%,2%
CC(=O)c1ccc(NC(=O)COc2ccccc2-c2nc(-c3ccc(C)cc3)no2)cc1,22%,-6%,0%,-10%,-1%,/,-14,-4%,-20%
COc1ccccc1C(=O)n1nc(-c2ccccc2)nc1NCc1ccc(Cl)cc1,-6%,-15%,-4%,-12%,28%,/,-1,-13%,-3%
CCOC(=O)c1cccc(NC(=O)CSc2nnnn2CC)c1,?,7%,3%,-12%,16%,-4%,-2,-4%,-10%
COc1ccc(-c2csc(=Nc3c(C)n(C)n(-c4ccccc4)c3=O)n2C(C)(C)C)cc1,10%,-4%,-5%,-9%,19%,-2%,-1,0%,-14%
CCOC(=O)COc1ccccc1/C=N/Nc1nnc2c3ccccc3n(C)c2n1,40%[activator],-17%,-8%,-12%,/,/,-11,/,/
O=C1OC(c2ccccc2)c2ccc3ccccc3c21 (centres undefined),11%,-13%,-2%,-24%,4%,4%,-5,-2%,8%
Cc1[nH]c2c(C)cccc2c(=O)c1Br,-2%,-23%,-8%,4%,-2%,2%,-4,0%,-5%
CC(C)(C)c1ccc2c(c1)OC(C(=O)N/N=C/c1ccc([N+](=O)[O-])o1)CO2 (centres undefined),?,-8%,1%,-10%,4%,-2%,-4,-12%,?
COC(=O)c1ccc(C2=NOC(C)(c3sc(-c4ccc(Cl)cc4)nc3C)C2)cc1 (centres undefined),3%,-17%,5%,-4%,19%,25%,-3,-1%,-9%
CCN(CC)CCn1c(/N=C/c2ccc(OC)c(OC)c2)nc2ccccc21,24%,0%,-3%,-12%,/,/,-2,/,/
COc1ccccc1C(=O)CSc1cccc[n+]1[O-],164%[activator],-20%,-2%,-21%,21%,4%,-1,2%,-2%
COc1ccccc1C(=O)NC1=NC(c2ccc(Br)cc2)CC(=O)N1 (centres undefined),36%[activator],0%,-3%,-15%,10%,/,-12,-4%,?
O=C(OCc1ccc([N+](=O)[O-])cc1)c1cnc(Cl)c(Cl)c1,20%,8%,-1%,-5%,26%,29%,-8,-3%,-13%
Cc1ccc(CNC(=O)NC2COc3ccccc3C2)cc1 (centres undefined),6%,-2%[60.1 µM],-1%,-8%,-24%,/,4,-3%,-1%
CCCc1cnc2c(c1SCC(=O)NCc1ccc(C)cc1)c(=O)n(C)c(=O)n2C,10%,-8%[60.1 µM],-1%,4%,-1%,/,-4,0%,-4%
N#C/C(=C\c1ccccc1)C(=O)NNS(=O)(=O)c1cccc([N+](=O)[O-])c1,?,-24%,-4%,-4%,/,3%,5,/,/
Nc1oc2ccccc2c(=O)c1-c1ccc2c(c1)OCO2,159%[activator],0%,5%,-16%,-3%,62%,-5,-2%,-5%
O=S(=O)(c1ccccc1)N1CCC2(CCCN(c3ccncc3)C2)CC1,/,5%[60.1 µM],-3%,/,/,4%,/,-6%,/
O=c1oc2ccccc2c(NCc2ccccc2)c1[N+](=O)[O-],-3%,-10%,-5%,-20%,-14%,4%,-3,0%,-4%
CCOc1ccc(-c2n[nH]c(=S)o2)cc1,84%[activator],0%,21%,4%,1%,-1%,-9,3%,-9%
CCC(=O)Nc1ccc(C(=O)NNC(=O)c2ccc([N+](=O)[O-])cc2)cc1,-24%,-25%,-5%,-16%,1%,1%,-1,-2%,-6%
CN(CC1CCCN(CCc2ccc(Cl)cc2)C1)C(=O)C(=O)c1ccco1 (centres undefined),-12%,-5%,-4%,5%,17%,2%,-8,0%,-5%
CCCCCC(=O)NC(=S)Nc1cccc(C(C)=O)c1,14%,-13%,1%,-17%,-11%,3%,-3,0%,-18%
CCCCN=C1NC(=O)C(CC(=O)NCCc2ccc(OC)cc2)S1 (centres undefined),34%[activator],6%,-7%,-9%,-22%,4%,-2,-7%,-9%
Cc1ccc(C(=O)CSc2nnc(-c3cccnc3)n2N)cc1,-19%,-3%,-1%,2%,-2%,4%,1,-1%,-4%
Cc1cc([N+](=O)[O-])nn1CC(=O)N/N=C/c1ccccc1F,-2%[58.9 µM],-15%,-3%,-15%,2%,-3%,-5,-2%,-8%
CCC(C)NC(=O)c1ccccc1NC(=O)C1CCN(S(=O)(=O)Cc2ccccc2)CC1 (centres undefined),11%,-1%,-2%,-9%,-25%,/,-4,0%,-5%
Cc1ccc(OC(C)C(=O)Nc2ccccc2C(=O)N2CCN(C)CC2)cc1 (centres undefined),-16%,-12%,1%,-12%,0%,21%,-2,-3%,-6%
CCOC(=O)CC(NC(=O)Cn1nnc(-c2ccc(C(F)(F)F)cc2)n1)c1ccc(C)cc1 (centres undefined),7%,-21%,-3%,-4%,-1%,/,-7,2%,-10%
CC(C)c1ccc(NC(=S)NC2CC3C=CC2C3)cc1 (centres undefined),15%,-1%,4%,-23%,1%,-10%,-2,-13%,-4%
COC(=O)c1ccccc1S(=O)(=O)N(Cc1cc2cc3c(cc2[nH]c1=O)OCO3)C1CCCCC1,/,/,/,/,-12%,-1%,/,-1%,-6%
Cc1ccc(C)c(Nc2nc(-c3ccccc3)c3cc(Br)ccc3n2)c1,-1%,-28%,/,/,-20%,/,-7,-8%,47%[activator]
Cn1c(CNc2ccccc2)nc2ccccc21,-1%,3%,-1%,-13%,1%,-4%,5,-1%,-18%
CC(C)(C)c1ccc(C(=O)NNC(=O)c2ccc(Cl)cc2)cc1,101%[activator],-7%,-4%,-1%,?,0%,0,-5%,-13%
COc1cc(C(C)=O)ccc1OCC(O)CN1CCN(c2ccccc2)CC1 (centres undefined),-4%,1%,-4%,-24%,-1%,-8%,-7,1%,-16%
Cc1noc(C(=O)Nc2c(C)nn(Cc3ccccc3)c2C)c1Cl,24%,-4%,2%,-19%,26%,2%,3,-2%,-19%
Cc1cc(-c2ccc(S(=O)(=O)N3CCN(C)CC3)s2)on1,5%,2%,2%,-22%,20%,34%,-2,1%,-5%
Cc1nc(-c2ccccc2)sc1-c1nc(-c2ccccc2)ncc1S(=O)(=O)c1ccccc1,12%,-6%,-5%,4%,20%,0%,-11,-7%,-13%
CCCCOc1ccc(NC(=O)C2OC3OC(C)(C)OC3C3OC(C)(C)OC23)cc1 (centres undefined),57%[activator],-11%,-3%,-4%,-4%,16%,-5,0%,6%
O=C(CCCC(=O)NCc1ccc(F)cc1)NCc1ccc(F)cc1,79%[activator],-1%,-4%,?,4%,-4%,-8,-2%,-7%
CN(C)c1ccc(-c2ccc3ncnc(-n4ccnc4)c3c2)cc1,/,2%[60.1 µM],1%,/,/,-7%,/,-9%,/

# (further entries)
SMILES,POLI inh,Pol kappa inh,GRP78 ERSR act,Pol eta inh,Pol beta inh,APE1 inh,LDHA inh,BLM inh,Apoferritin bind
COc1ccc(C(=O)CCN2CCCC(C)C2)cc1 (centres undefined),136%[activator],-8%,-15%,-20%,11%,68%[activator],-8,-3%,33%
Cc1cc(=O)n(C)c(=O)n1CC(=O)N1CCCCCC1,17%,1%,-1%,8%,-5%,-2%,-2,0%,-4%
CCOc1ccc(NC(=O)CC2S/C(=N/N=C3CCCCCC3)NC2=O)cc1 (centres undefined),17%,0%,-1%,2%,11%,11%,-15,-6%,-21%
COCCCNC(=S)NCCCNc1nc2cc3c(cc2cc1C#N)OCO3,93%[activator],-7%,-3%,-8%,-1%,-1%,5,-7%,53%[activator]
CC(=O)Nc1nc(-c2cc([N+](=O)[O-])cs2)cs1,-22%,-17%,-3%,-12%,11%,-2%,-10,-2%,-2%
C[C@H](CO)N1C[C@H](C)[C@@H](CN(C)C(=O)Nc2ccccc2)Oc2c(NC(=O)NC3CCCCC3)cccc2C1=O,48%[activator],11%,-7%,-13%,/,25%,-1,/,/

# An excerpt from above in order of the BLM inh value, smallest number first:
compound	BLM inh
COCCCNC(=S)NCCCNc1nc2cc3c(cc2cc1C#N)OCO3	-7%
CCOc1ccc(NC(=O)CC2S/C(=N/N=C3CCCCCC3)NC2=O)cc1 (centres undefined)	-6%
COc1ccc(C(=O)CCN2CCCC(C)C2)cc1 (centres undefined)	-3%
CC(=O)Nc1nc(-c2cc([N+](=O)[O-])cs2)cs1	-2%
Cc1cc(=O)n(C)c(=O)n1CC(=O)N1CCCCCC1	0%
